# Bioassay records from PubChem BioAssay.
# Jurkat NFkB inh: inhibitors of induced NF-kB luciferase reporter, primary screen, TCR NF-kB activation inhibitor project, cell-based, luminescence, uHTS. 330,000 tested, 0.53% active. Jurkat, PMA/ionomycin-induced NF-kB luciferase reporter. inhibition, % at 4 µM. AID 435003, 2010; in the data active = inhibition above about 50%
# Mdm2-MdmX inh: inhibitors of human Mdm2-MdmX association, primary screen, cell-based, luminescence, split luciferase, SaOS-2, uHTS; inhibition, % at 8 µM; Protein Mdm4 (Homo sapiens) + E3 ubiquitin-protein ligase Mdm2 (Homo sapiens), …; SaOS-2 split-luciferase Mdm2/MdmX complementation; 330,000 tested, 3% active; AID 485346, 2010;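 active = inhibition of at least 50% at 8 µM in the primary screen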
# XBP1 UPR activ: activators of adaptive XBP1 UPR arm, primary screen, cell-based, CHO-XBP1 luciferase reporter, luminescence, uHTS; 330,000 tested, 0.33% active; IRE1-XBP1 UPR activation; percent of tunicamycin response, DMSO as zero; activation, % at 20 µM; AID 463104, 2010;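 active = versus positive control, 20 µM dose yields 30% or more activation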;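 also: 100% = tunicamycin at 10 µg/mL and 0% = DMSO only wells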
#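 Material – CHO cell line with stable XBP1 luciferase reporter · Buffer or medium – F12 plus 10% FBS · Compound – single point, 20 µM final compound, 1% DMSO · Schedule – 16-18 h cell attachment at 37 °C, then 6 h compound exposure · Signal – Steady-Glo luminescence read · Benchmarks – high control tunicamycin 10 µg/mL final, low control DMSO vehicle only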
# CXCR6 block: CXCR6 receptor inhibitors, primary screen, cell-based, beta-arrestin, luminescence, CHO-K1 PathHunter, 1536-well | inhibition, % at 20 µM | C-X-C chemokine receptor type 6 (Homo sapiens), O00574 | AID 602244, 2012 | 360,000 tested, 0.36% active; in the data active = inhibition above about 34%, passing the limit was not always enough;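 also: antagonist mode with CXCL16 agonist at 10 nM final; 0% = 10 nM CXCL16 with DMSO and 100% = unstimulated wells without agonist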
# Target sequence (O00574 whole entry, looked up): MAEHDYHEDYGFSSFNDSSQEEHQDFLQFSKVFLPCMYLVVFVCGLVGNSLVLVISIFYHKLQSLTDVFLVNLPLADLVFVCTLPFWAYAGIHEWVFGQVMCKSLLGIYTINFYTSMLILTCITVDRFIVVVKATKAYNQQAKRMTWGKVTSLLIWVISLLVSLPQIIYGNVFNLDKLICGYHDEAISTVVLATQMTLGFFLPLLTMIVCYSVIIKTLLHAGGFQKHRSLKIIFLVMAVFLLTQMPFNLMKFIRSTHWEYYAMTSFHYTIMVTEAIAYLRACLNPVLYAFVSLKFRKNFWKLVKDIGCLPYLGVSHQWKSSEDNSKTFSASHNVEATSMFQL
# EBI2 block: EBI2 receptor antagonists, beta-arrestin recruitment, primary screen, cell-based, luminescence, 7a,25-OHC stimulation, uHTS. G-protein coupled receptor 183 (Homo sapiens), P32249. 7a,25-OHC stimulated. inhibition, % at 5 µM. 360,000 tested, 0.81% active; in the data active = inhibition above about 38%;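 also: enzyme fragment complementation signal reports receptor beta-arrestin coupling in cells; 0% = agonist plus DMSO wells and 100% = wells without agonist; some results beyond the cut were filed as inactive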
# Target sequence (P32249 whole entry, looked up, the tested form may be a part): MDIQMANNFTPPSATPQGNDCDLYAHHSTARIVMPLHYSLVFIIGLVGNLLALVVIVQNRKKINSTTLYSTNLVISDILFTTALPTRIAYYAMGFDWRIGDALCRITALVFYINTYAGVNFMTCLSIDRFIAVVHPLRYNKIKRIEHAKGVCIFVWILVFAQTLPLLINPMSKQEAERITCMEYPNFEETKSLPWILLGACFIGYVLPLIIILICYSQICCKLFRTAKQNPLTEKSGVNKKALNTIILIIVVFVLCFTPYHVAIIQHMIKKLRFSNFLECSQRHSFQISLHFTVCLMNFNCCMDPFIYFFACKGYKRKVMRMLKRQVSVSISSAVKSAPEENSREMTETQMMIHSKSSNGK
# CHOP UPR activ: activators of apoptotic CHOP UPR arm, primary screen, cell-based, CHO-CHOP luciferase reporter, luminescence, uHTS; UPR activation; percent of tunicamycin response over DMSO baseline; activation, % at 10 µM; 330,000 tested, 0.34% active; AID 449763, 2010;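 active = at 10 µM dose, activation of 40% or more, normalized to positive control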;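 also: 100% = tunicamycin at 10 µg/mL and 0% = DMSO alone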
#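 measured by = luciferase luminescence | assay system = CHO-CHOP cells, stable luciferase reporter of PERK-eIF2a-CHOP signalling | amount = 500 reporter cells seeded per well | timing = 6 h compound exposure at 37 °C after overnight seeding | controls = positive tunicamycin 10 µg/mL, negative DMSO alone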
# 697 NFkB inh: inhibitors of PMA/ionomycin-induced NF-kB reporter, 697 cells, primary screen, B-cell NF-kB inhibitor project, cell-based, luminescence, uHTS; 697 B-cell NF-kB luciferase reporter, 16 h; inhibition, % at 4 µM; 330,000 tested, 0.33% active; in the data active = inhibition above about 35%
# Gli-Sufu antag: Gli-Sufu pathway antagonists, primary screen, luciferase luminescence, Sufu-KO-LIGHT cells, uHTS | Sufu-KO-LIGHT fibroblasts, Gli luciferase reporter luminescence | inhibition, % at 5 µM | 340,000 tested, 0.74% active | AID 588413, 2011;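 active = inhibition above about 55%, limit read from the data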;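 also: 0% = DMSO-treated cells and 100% = wells with medium but no cells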
# CCR6 antag: CCR6 receptor antagonists, primary screen, cell-based, CHO-K1, luminescence, beta-arrestin, uHTS; C-C chemokine receptor type 6 (Homo sapiens), P51684; CHO-K1 CCR6 PathHunter beta-arrestin, CCL20-stimulated; inhibition, % at 20 µM; 340,000 tested, 0.49% active; AID 493098, 2011;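 active = compounds whose inhibition of the agonist-driven luminescence signal at 20 µM reaches about 50%, limit read from the data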;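 also: cells stimulated with CCL20 at 14 nM final; plate controls were DMSO with CCL20 for no effect and DMSO without agonist for full effect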
# An asterisk follows results filed as active; nt = no result given.
SMILES,Jurkat NFkB inh,Mdm2-MdmX inh,XBP1 UPR activ,CXCR6 block,EBI2 block,CHOP UPR activ,697 NFkB inh,Gli-Sufu antag,CCR6 antag
Cc1cccc(N=C2NN=C(c3c(C)[nH]c4ccccc34)CS2)c1,-16.6,-2.2,-1.2,8.8,15.5,1.2,-20.0,-2.5,-6.0
CCOC(=O)Cn1c(=N)n(Cc2ccccc2)c2ccccc21,-0.8,3.4,-2.3,1.0,0.3,-2.6,11.2,28.1,8.1
CC(CC(=O)NC1CCCCC1)S(=O)(=O)c1ccc2c(c1)NC(=O)CO2 (stereo unspecified),9.7,4.0,-1.2,-10.2,-1.8,0.1,14.4,-5.4,14.8
CC(=O)Oc1ccccc1C(=O)NC(C)CCc1ccccc1 (stereo unspecified),-7.3,7.4,-4.0,6.2,-6.5,-0.8,-25.2,-14.4,8.9
CCOc1ccc(NS(=O)(=O)c2cc3c(cc2C)N(C)CCO3)cc1,4.9,7.0,-3.9,3.0,-3.3,0.1,-10.1,12.3,1.9
O=C(CSc1nncs1)NC(=O)NCc1ccccc1,-0.5,8.3,-4.7,-5.5,-5.9,-0.5,-11.1,-8.9,-2.8
COc1cc2c(cc1OC)C(c1ccccc1)N(C(=O)CCl)CC2 (stereo unspecified),28.8,100.4*,-7.3,-3.0,0.8,-3.1,-26.7,8.9,-4.5
O=C(/C=C/c1ccccc1[N+](=O)[O-])N1CCN(c2ccc(F)cc2)CC1,-2.2,-7.7,-3.4,-0.3,17.5,2.0,-2.2,5.2,4.5
CCN(CC)C(=O)c1cc2sc3ccccc3c2s1,-74.3,-120.4,7.2,-3.8,30.4,6.7,-67.4,1.6,7.0
O=C(O)CSc1c2c(nc3cc(C(=O)Nc4cccc(C(F)(F)F)c4)ccc13)CCCC2,6.9,23.8,-1.3,0.4,-7.4,-0.3,12.7,-4.9,20.3
CCOC(=O)C1=C(C)SC2=NS(=O)(=O)CCN21,-5.8,16.0,-1.9,5.9,1.3,-1.1,-4.8,-2.3,7.6
Cc1ccc2c(c1)sc(=NC(=O)c1cccs1)n2C,-116.5,10.3,-10.4,-10.2,1.3,-6.1,-148.7,-57.0,13.5
CN1CCN(C(=O)c2cc3c(=O)n4ccccc4nc3s2)CC1,-7.6,7.3,0.3,-6.3,-10.6,-0.5,11.4,-18.0,-1.2
O=C(Nc1ccc(S(=O)(=O)N2CCOCC2)cc1)C1CCN(S(=O)(=O)c2ccc(F)cc2)CC1,14.5,15.2,2.1,7.1,2.5,2.2,-12.1,19.0,6.8
COc1ccc(CCNC(=O)C2CCN(S(=O)(=O)c3ccc4c(c3)oc(=O)n4C)CC2)cc1OC,0.3,1.4,-3.3,1.6,-0.5,1.7,17.2,4.9,-4.5
C=CCN1C(=O)CN=C1NCc1ccccc1,-7.2,-21.6,-0.9,-9.5,-0.2,0.8,26.1,-27.4,17.2
O=C1CCCN1CCc1cccc2ccccc12,nt,nt,nt,-1.2,-4.2,nt,nt,14.5,-6.7
COc1ccc(CCC(=O)NCCS(=O)(=O)N2CCN(c3ccccc3OC)CC2)cc1,5.1,23.5,-12.9,-4.9,29.7,-1.9,-9.9,19.4,-13.1
COc1ccc(CNC(=O)C(c2ccco2)N(Cc2cccs2)C(=O)Cc2cccs2)cc1 (stereo unspecified),-5.6,18.5,-2.9,3.6,7.7,-0.7,16.6,-0.2,-5.7
CCN(C(=O)COC(=O)CNC(=O)c1ccccc1C)C1=CCCCC1,-3.5,-19.8,-1.2,-3.8,-21.0,0.5,4.4,32.4,-7.0
CCN(CC)c1ccc(C(=O)n2cnc3ccccc32)cc1,-12.5,21.0,0.6,14.4,14.9,-1.0,2.0,3.2,19.2
COc1ccc(S(=O)(=O)N2CCN(CC(=O)Nc3c(C)n[nH]c3C)CC2)cc1OC,7.4,-2.6,-2.9,5.2,-8.2,-1.2,-0.8,2.6,10.0
Cc1ccc(NC2CCCN(C(=O)Cc3nonc3C)C2)cc1C (stereo unspecified),-2.1,-6.7,0.1,5.3,-13.9,5.6,-12.1,20.3,7.5
Cc1cc(C)nc(SCc2cc(=O)c(OC(=O)c3ccc(Br)o3)co2)n1,11.0,0.0,4.2,2.6,-27.3,-0.7,17.1,6.9,-9.5
CCCCCOc1ccc(NC(=O)C2OC3OC(C)(C)OC3C3OC(C)(C)OC23)cc1 (stereo unspecified),-10.3,-8.1,0.8,1.5,2.1,-1.9,14.2,-3.3,10.3
COCCNC(=O)c1cccc(OC2CCN(Cc3ccc(F)c(OC)c3)CC2)c1,7.9,12.1,-3.2,3.5,1.4,1.1,3.5,20.9,18.8
CN(C)/C=N/c1c(C#N)cnn1-c1ccccc1,14.4,-9.5,0.5,5.7,-15.3,0.8,4.1,42.9,-9.9
CCC(=O)n1nc(-c2ccccc2)nc1N,-3.4,30.8,0.6,1.8,-19.1,-3.2,16.0,4.5,-13.3
Cc1ccc(S(C)(=O)=O)cc1C(=O)N1CC(C(N)=O)Oc2ccccc21 (stereo unspecified),-0.3,0.3,-3.4,-2.0,-1.5,2.2,-9.3,0.3,39.8
O=C(c1ccc(N2CCCCCC2)c([N+](=O)[O-])c1)N1CCc2ccccc21,4.1,5.9,0.3,nt,nt,1.9,-25.4,nt,nt
Cn1ccnc1-c1nnn(-c2ccc(Cl)c(Cl)c2)n1,5.4,5.8,0.8,4.3,-8.0,-0.3,7.8,-0.7,-1.0
COC(=O)Cc1c(C)c2ccc(OCc3nn[nH]n3)c(C)c2oc1=O,5.8,-19.8,-2.2,6.5,-0.9,-1.2,1.5,-2.2,1.2
O=C(COC(=O)C1CC1)Nc1ccc([N+](=O)[O-])cc1C(F)(F)F,2.4,-17.6,-2.8,1.8,-0.2,-0.6,15.5,-10.4,1.9
CC(C)(C)NC(=O)CC1C[C@H](C(=O)N2CCCCC2)[C@@]2(CCc3ccccc3)c3[nH]c4ccccc4c3CCN2C1=O (stereo partly specified),9.1,61.9*,3.4,7.4,9.4,6.8,11.5,-1.7,8.6
CC1(C)Cc2c(sc3nc(-c4cccs4)n(N)c(=O)c23)CO1,-67.3,8.8,6.8,-9.7,9.1,1.6,-84.8,-47.5,-12.3
COc1cccc(C(C(=O)NC2CCCCC2)N(C(=O)c2ccccn2)c2cccnc2)c1 (stereo unspecified),-4.3,-27.7,-4.0,9.9,-3.2,0.9,-8.3,4.8,-0.1
Cc1cc2c(cc1S(=O)(=O)NCc1ccccc1)OCC(=O)N2,1.6,10.8,-2.9,-3.3,-3.6,-1.6,-6.8,-3.6,8.5
O=C(NCC(c1cccs1)N1CCOCC1)c1ccccc1NS(=O)(=O)c1ccc(Cl)c([N+](=O)[O-])c1 (stereo unspecified),-27.7,4.7,2.8,-7.8,-3.0,-0.4,-30.7,8.7,7.7
COc1ccc(-n2nnc3c(=O)n(CC(=O)N4CCC(Cc5ccccc5)CC4)cnc32)cc1,4.9,-1.9,-4.0,1.7,20.1,0.3,-2.9,6.4,10.9
O=c1c(F)cn(C2CCCO2)c(=O)n1Cc1c(F)cccc1Cl (stereo unspecified),-5.4,3.1,-0.8,-0.3,3.3,-1.3,-0.5,-2.5,9.2
CCOc1ccc(NCC(=O)c2ccc(C)cc2)cc1,3.2,15.2,-1.8,51.1*,-6.5,3.5,2.0,60.9*,67.5*
CC1CCCN(C(=O)COC(=O)C2CCN(S(=O)(=O)c3ccc4c(c3)OCCO4)CC2)C1 (stereo unspecified),7.0,18.6,-1.7,-1.7,-4.9,0.7,6.2,-8.7,-3.9
CCOC(=O)CC(=O)CSc1ncnc2c1nnn2-c1ccccc1,-14.3,6.5,-0.2,14.3,8.8,-3.2,-8.7,-21.7,19.4
COc1ccc(-c2noc(CCCc3ccccc3)n2)cc1OC,-7.9,-11.9,3.5,-4.9,13.2,3.1,6.0,-9.3,6.8
CC(=O)Nc1ccc(NC(=O)CSC2=NS(=O)(=O)c3cc(F)ccc3N2)cc1,12.1,-13.4,3.1,3.6,-0.7,-1.0,2.3,-11.1,1.5
CC(C)c1ccc(C2NC(=S)NC3=C2C(=O)CC(C)(C)C3)cc1 (stereo unspecified),9.5,10.8,-0.7,-1.4,2.1,0.5,-1.9,-2.9,6.7
O=C(COC(=O)Cn1cnc2ccccc21)Nc1cc2c(cc1Cl)C(=O)c1ccccc1C2=O,-94.8,-40.7,1.0,-8.9,-8.7,3.7,-39.8,-76.0,-34.2
CC(C)(Oc1ccc(Cl)cc1)C(=O)NCC1CCCO1 (stereo unspecified),2.7,-4.8,0.2,1.8,-1.9,0.2,-8.9,-4.4,-5.3
Cc1cc(N)nc2nc(C(F)(F)F)nn12,-1.3,20.4,-0.9,4.0,-1.8,0.0,14.8,-7.0,3.0
Cc1cc(NC(=O)CSc2nnc(C3COc4ccccc4O3)n2N)no1 (stereo unspecified),-4.4,17.2,1.0,3.9,-26.0,-1.7,15.4,2.0,-2.0
CCOC(=O)CSc1ncc(-c2ccccc2)nn1,6.5,-1.5,-2.4,1.1,-3.1,0.8,13.8,1.9,-4.5
Cc1cc(C)cc(SCc2noc(C(=O)NCc3ccccc3)c2C(=O)NCc2ccccc2)c1,7.6,34.0,0.5,-0.8,-1.1,-0.3,7.6,-8.4,16.9
O=C(O)CC1C(=O)NCCN1Cc1ccc(F)c(F)c1 (stereo unspecified),10.1,8.6,8.7,2.2,-7.3,-1.4,7.7,6.0,-0.9
Cc1ccc2sc(N(CCN(C)C)C(=O)c3ccc4ccccc4c3)nc2c1C,7.2,11.2,-4.2,4.1,-1.1,-1.0,-2.4,37.4,8.1
COc1cc(/C=N/N2C(=O)c3ccccc3C2=O)ccc1O,0.3,2.9,0.6,1.2,-1.5,2.8,-8.8,3.6,8.5
CC1(C)CC(=O)C(Sc2ccccc2[N+](=O)[O-])=C(O)C1,9.9,19.8,-3.6,8.7,-17.8,-1.5,-4.2,1.2,3.2
